ELG1 DNA repair = inhibitors of ELG1-dependent DNA repair in HEK293T cells. HEK293T ELG1-luciferase reporter, luminescence, 16 h; DNA damage induced by 5-fluorouridine. 2.3% of 330,000 active. AID 504467. Potency, µM (doses to about 46.1 µM), inactives show top-dose activity change, negative = inhibition, usual class: inhibitors; note: potency is the fitted concentration of half-maximal effect; % is set by controls: 0 for no effect and ±100 for the full control effect; nearly all actives have a fitted effect of over 55% in size
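In this reporter screen, reduction of luminescence relative to DMSO vehicle indicated activity. Compounds and 5-fluorouridine were added together to 2,000 cells per well, incubated for 16 hr at 37 °C, then developed with ONE-Glo.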
BCR signal inh = blocks chronic active B-cell receptor signaling; ABC-DLBCL IkBa-CBG/CBR reporter, luminescence ratio, 4 h; Potency, µM (series often up to 46.1 µM), for the others: at the highest dose ratio change, negative = lower green/red ratio, actives largely listed as inhibitors; 0.05% of 340,000 active; active = well fitted inhibition curve with a large enough effect in the signal ratio, with a control signal flat, not every such curve was filed as active; inconclusive = small, poorly fitted or top-dose-only effect, or effect the other way, or a change in a side signal; the % refers to the signal ratio;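 note: potency is the fitted concentration of half-maximal effect; plate controls were basal doxycycline-induced cells for no effect and cells given 10 µM MG132 for full effect; MG132 reads +100%, hits lower the ratio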
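TMD8 ABC-DLBCL cells carrying doxycycline-inducible green luciferase fused to IkappaBalpha plus unfused red luciferase were exposed to compounds (up to 46 uM) for 4 hrs at 37C. Activity came from the overlap-corrected green/red luminescence ratio.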
Eya2 inh = inhibitors of human Eya2 phosphatase activity | O00167 | recombinant Eya2, OMFP fluorescence dephosphorylation (OMFP is methylfluorescein phosphate) | Potency, µM (doses to about 76.9 µM), for inactives: at the top dose activity, negative = inhibition, hits mostly inhibitors | AID 488837 | 0.006% of 330,000 active; note: potency is the fitted concentration of half-maximal effect; % is set by controls: 0 for no effect and ±100 for the full control effect
Target sequence (O00167 whole entry, looked up): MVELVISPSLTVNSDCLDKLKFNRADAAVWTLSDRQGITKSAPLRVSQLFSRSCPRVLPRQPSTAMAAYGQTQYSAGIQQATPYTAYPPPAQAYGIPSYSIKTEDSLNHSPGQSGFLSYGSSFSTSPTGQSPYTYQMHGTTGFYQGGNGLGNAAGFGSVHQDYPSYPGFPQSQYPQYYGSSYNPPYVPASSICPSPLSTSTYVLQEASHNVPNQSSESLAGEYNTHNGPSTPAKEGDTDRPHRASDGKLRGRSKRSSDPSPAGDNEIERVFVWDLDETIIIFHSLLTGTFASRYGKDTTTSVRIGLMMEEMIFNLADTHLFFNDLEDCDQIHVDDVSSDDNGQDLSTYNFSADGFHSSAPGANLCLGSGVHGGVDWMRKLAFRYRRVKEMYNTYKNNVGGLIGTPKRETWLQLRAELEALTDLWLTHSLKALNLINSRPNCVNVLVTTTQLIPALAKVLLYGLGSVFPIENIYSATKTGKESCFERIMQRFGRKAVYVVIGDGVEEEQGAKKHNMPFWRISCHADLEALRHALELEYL
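Eya2 (0.2 uM) preincubated 10 min at ambient with compound, then OMFP substrate added at 50 uM; 10 min reaction in 50 mM HEPES pH 7.5, 50 mM NaCl, 5 uM MgCl2, 0.05% BSA, 1 mM DTT. Fluorescence read at Ex 485/Em 525 nm.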
a7 integrin act = activates integrin-mediated alleviation for muscular dystrophy; Potency, µM (series often up to 38.3 µM), for inactives: at the highest dose activation, actives largely listed as activators; 0.064% of 350,000 active; AID 624291; alpha7betagal myoblasts, beta-gal FDG fluorescence, 48 h;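 note: potency is the fitted concentration of half-maximal effect; 100% = response of the positive control SU9516; nearly all actives have a fitted effect of over 60% in size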
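alpha7betagal+/- myoblasts (passage 13, 250/well) treated 48 h at 37C with compounds at 1:260 dilution of DMSO stock. Lysed, then beta-galactosidase activity read as FDG fluorescence (ex 480/em 540) after 30 min, with pre-read for autofluorescence.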
PTAP TSG101 blk = blocks PTAP/TSG101 interaction to inhibit HIV-1 budding | Q99816 | AID 493005 | 340,000 tested, under 10 active | Potency, µM (series often up to 115 µM), for inactives: at the top dose activity change, negative = inhibition, hits mostly inhibitors | Fluorescence polarization, FITC-PTAP peptide / Tsg101 binding; active = well fitted inhibition curve with a large enough effect in the main read-out, with a control signal flat, not every such curve was filed as active; inconclusive = small, poorly fitted or top-dose-only effect, or effect the other way, or a change in a side signal; inactive = no such curve, though single readings can be large or run the other way; note: potency is the fitted concentration of half-maximal effect; % of control where 0% means no effect
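FP read-out: FITC-PTAP peptide, 50 nM final, binding Tsg101 binding domain, 10 uM final; 20 min, r.t.; 10 mM HEPES pH 7.5, 0.15 M NaCl, 0.01% Tween 20, 3 mM EDTA, 0.1 mM TCEP.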
AT treatment = candidate therapy for ataxia-telangiectasia; […] A-T fibroblasts, KAP-1 phosphorylation AlphaLISA; neocarzinostatin DNA damage 30 min before lysis; AID 485349; Potency, µM (doses to about 57.5 µM), for inactives: top-dose activation, hits mostly activators; 0.19% of 320,000 active; note: potency is the fitted concentration of half-maximal effect; % of control where 0% means no effect; nearly all actives have a fitted effect of over 45% in size
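hTERT-immortalized A-T patient fibroblasts ([…]), 500 cells/well in OPTI-MEM, 1% FBS, got compounds for 60 min, then NCS for 30 min at 37C. Lysates were then assayed for phospho-KAP-1 by AlphaLISA (anti-pKAP1 donor, anti-KAP1 acceptor beads), 6 hr at 25C.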
Mito fusion act = mitochondrial division inhibition or fusion activation. S. cerevisiae fusion-defective mutant growth rescue, CellTiterGlo 48 h. Potency, µM (top dose mostly 46.1 µM), inactives show at the top dose growth rescue (activation), most hits filed as activators. 0.23% of 320,000 active;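 note: potency is the fitted concentration of half-maximal effect; % of control where 0% means no effect; nearly all actives have a fitted effect of over 45% in size; temperature-sensitive fusion mutants such as fzo1-1 at 37 °C on non-fermentable ethanol glycerol medium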
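Temperature-sensitive fusion-defective S. cerevisiae (e.g. fzo1-1, mgm1-5) were grown with compound in YPEG medium (3% ethanol, 3% glycerol) for 48 hours at 37C. Growth rescue was measured as viability by CellTiterGlo luminescence after 10 minutes at ambient.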
Tb PFK inh = inhibitors of T. brucei phosphofructokinase. T. brucei PFK, ADP-Glo luminescence. O15648. 0.17% of 330,000 active. Potency, µM (titrated, usually from 57.5 µM), inactives show at the highest dose activity, negative = inhibition, usual class: inhibitors. AID 485367;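 note: potency is the fitted concentration of half-maximal effect; 0% = uninhibited 1x PFK enzyme wells and -100% = no-enzyme wells; nearly all actives have a fitted effect of over 60% in size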
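Activity is normalized to no-enzyme wells (full inhibition) and 1.25 nM enzyme wells (no inhibition). Reaction: 0.5 mM F6P, 0.1 mM ATP, 45 min RT, ADP-Glo luminescence; concentration-response curves fitted and classed by quality.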
TSHR antag = antagonists of human thyroid stimulating hormone receptor; P16473; TSHR-expressing cells, TSH-stimulated cAMP HTRF, 2 h; hits give low values; activity change, negative = inhibition, % at 11.5 µM; 0.2% of 330,000 active; AID 504810;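 active = activity change below a set negative limit, meaning inhibition stronger than a set level, cut at about -70% in these data; inconclusive = activity change between two set negative limits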; note: % is set by controls: 0 for no effect and ±100 for the full control effect
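Cell-based HTRF cAMP assay; TSHR cells + compound, TSH EC80 (4nM final), 2 h, 37 deg C. Lysis with anti-cAMP cryptate and cAMP-d2, 30 min RT, read 665/620 nm.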
S-ASM inh = inhibitors of human secretory acid sphingomyelinase | placental ASM, HMU-PC fluorogenic substrate, 60 min | Potency, µM (doses to about 57.5 µM), inactives show at the highest dose activity change, negative = inhibition, hits mostly inhibitors | 0.006% of 340,000 active | AID 504937; note: potency is the fitted concentration of half-maximal effect
Target sequence (P17405 47-631 limits assumed): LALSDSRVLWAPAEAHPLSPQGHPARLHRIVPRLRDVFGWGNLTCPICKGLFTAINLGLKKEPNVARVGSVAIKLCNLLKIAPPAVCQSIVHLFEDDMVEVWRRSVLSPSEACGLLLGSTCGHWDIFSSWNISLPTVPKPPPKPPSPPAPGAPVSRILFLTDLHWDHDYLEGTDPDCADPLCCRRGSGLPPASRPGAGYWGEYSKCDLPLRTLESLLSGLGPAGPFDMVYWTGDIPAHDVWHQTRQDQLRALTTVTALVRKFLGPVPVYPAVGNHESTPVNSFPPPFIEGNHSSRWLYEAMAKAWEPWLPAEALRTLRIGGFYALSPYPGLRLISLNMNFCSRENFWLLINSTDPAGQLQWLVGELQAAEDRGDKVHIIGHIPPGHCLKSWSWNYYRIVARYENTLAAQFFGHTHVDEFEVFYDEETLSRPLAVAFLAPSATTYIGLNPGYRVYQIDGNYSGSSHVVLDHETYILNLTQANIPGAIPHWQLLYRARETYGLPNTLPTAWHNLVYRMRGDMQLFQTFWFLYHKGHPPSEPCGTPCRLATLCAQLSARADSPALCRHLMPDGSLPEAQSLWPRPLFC
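qHTS format. ASM enzyme prepared from human placenta hydrolyses the fluorogenic substrate HMU-PC0 (9 uM final) over 60 min at 37 °C after a 10 min compound preincubation.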
TCR activator = activates T cell receptor signaling; primary human leukocytes, anti-CD3, IL-2 HTRF, 48 h; Potency, µM (doses to about 9.22 µM), for the others: at the highest dose activation of IL-2 secretion, usual class: activators; 330,000 tested, under 10 active; note: % of control where 0% means no effect
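Readout: HTRF IL-2, Eu-cryptate/d2 antibody pair, 320nm excitation, 665nm emission. Stimulus: a-CD3 beads, no co-stimulation. Cells: primary human leukocytes. Exposure: 48 hr with compound.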
* hit, by the source's call; ? = inconclusive; · = no result given; [ ] = dose if it differs, or a comment. Unless noted, calls come from the whole dose curve; as a rule, active = well fitted curve in the direction sought with a large enough effect; inconclusive = small, poorly fitted or top-dose-only effect, or another doubt; inactive = no such curve, though single readings can be large; an effect the other way counts as inactive or inconclusive.

cpd	compound	AT treatment	TCR activator	BCR signal inh	Mito fusion act	Tb PFK inh	PTAP TSG101 blk	S-ASM inh	a7 integrin act	ELG1 DNA repair	TSHR antag	Eya2 inh
1	COc1ccc(CN(C)C(=O)Cc2c[nH]c3ccccc23)cc1	-3%	7%	?	6%	0%	1%	-2%	?	-5%	-2	14%
2	Fc1ccc(-c2csc(N3CCOCC3)n2)cc1	-8%	-3%	0%	-2%	-18%	-5%	0%	11%	?	13	?
3	Cc1occc1C(=O)NC1CCCN(Cc2ccc(Cl)cc2)C1 (centres undefined)	-5%	-5%	5%	1%	2%	0%	4%	-36%	-5%	-2	-2%
4	CCC(=O)Nc1cccc(C(=O)OCC(=O)c2ccccc2Cl)c1	6%	3%	-9%	0%	-2%	-10%	-1%	10%	?	-2	-12%
5	COc1cc(CNC(=O)C2CCCC2)cc(OC)c1OC	5%	-10%	-1%	-17%	-4%	-3%	-3%	-20%	22%	-6	0%
6	C=C(C)CN1C(=O)C(=O)N(CC(=C)C)C1=O	-42%	7%	-12%	0%	-1%	-3%	4%	-7%	?	4	-25%
7	FC(F)(F)c1nnc2ccc(N3CCOCC3)nn12	-2%	-7%	5%	-3%	-12%	-5%	3%	22%	11%	4	29%
8	CCNc1nc(NCC)n2c(SCc3nc4ccccc4c(=O)[nH]3)nnc2n1	2%	3%	?	1%	-1%	-3%	5%	23%	?	-3	-5%
9	NC(=O)c1nsc(C(=O)N(c2ccc(F)cc2)C(C(=O)NC2CCCC2)c2ccncc2)c1N (centres undefined)	0%	7%	-1%	6%	2%	2%	·	-20%	4%	16	1%
10	CC1CN(C(=O)CCC(=O)N2CCCCC2)c2ccccc2O1 (centres undefined)	-2%	5%	0%	0%	1%	-1%	-3%	2%	-1%	-6	2%
11	CC(C)CC(=O)NC(=S)Nc1cccc(NC(=O)c2ccccc2Cl)c1	-1%	·	?	9%	-1%	-9%	-6%	20%	?	1	0%
12	Cc1ccc(-n2c(C)cc(/C=C(\C#N)C(=O)NCC3CCCO3)c2C)cc1 (centres undefined)	-9%	-2%	?	4%	1%	-3%	13%	0%	?	-11	8%
13	COC(=O)C1=C(C)N(CCCC(=O)O)C(=O)NC1c1ccc(-c2ccccc2)cc1 (centres undefined)	-9%	-11%	-1%	-1%	-4%	-1%	3%	-14%	1%	-2	11%
14	CCCCCc1ccc(-c2cn(CCc3c[nH]c4ccccc34)nn2)cc1	0%	9%	9%	0%	3%	3%	-20%	7%	-6%	-2	12%
15	Cc1onc(-c2c(F)cccc2Cl)c1C(=O)NC1CCCCCC1	18%	7%	10%	2%	3%	-2%	-4%	-22%	13%	-9	12%
16	COc1ccc(-c2cc3ccccc3nc2N)cc1OC	7%	2%	?	-12%	-2%	-2%	73%[activator]	11%	?	-5	-5%
17	Cc1cccc(/C=N/NC(=O)c2cccc(Cl)c2)n1	9%	0%	-9%	-16%	1%	-4%	2%	-60%[inhibitor]	9%	9	-21%
18	CCOc1ccc(NC(=S)N2CCCN(Cc3cc(C)ccc3C)C2)cc1	-1%	-1%	1%	-1%	-3%	-5%	1%	-40%	-9%	-20	-7%
19	COc1cc(SC)ccc1C(=O)Nc1nc2ccccc2[nH]1	10%	5%	?	-54%[inhibitor]	-26%	-1%	5%	-13%	?	-16	7%
20	C=CCOc1ccc(/C=C/C(=O)OCC(=O)NCCCc2ccccc2)cc1	3%	-6%	3%	-4%	-6%	0%	-5%	18%	-2%	-9	-24%
21	COC(=O)/C(=C/c1ccco1)NC(=O)c1ccco1	·	1%[46.1 µM]	1%	4%	-1%	0%	3%	-11%	-4%	4	6%
22	COC(=O)c1cc(NC(=O)CC2CCCC2)cc(C(=O)OC)c1	-2%	1%	0%	2%	0%	-4%	2%	-15%	-9%	-15	-6%
23	Cc1ccc(S(=O)(=O)C(C)C(=O)NCCS(=O)(=O)c2ccc(Cl)cc2)cc1 (centres undefined)	8%	15%	-2%	-2%	5%	0%	3%	-7%	-3%	3	-3%
24	O=C(N/C(=C/c1cccnc1)C(=O)N1CCOCC1)c1ccccc1Br	-1%	-3%[46.1 µM]	0%	-2%	11%	-5%	5%	-15%	4%	-3	6%
25	Cn1c(=O)c2sccc2n2c(CCCC(=O)NCc3cccnc3)nnc12	0%	0%	0%	-2%	1%	-9%	-2%	-1%	?	17	13%
26	CCN(Cc1nc(-c2ccccc2)no1)C(=O)c1ccc2c(c1)OCO2	6%	2%	?	-6%	-1%	1%	1%	-28%	23%	18	2%
27	Cc1ccccc1-c1nc(CS(=O)(=O)CC(=O)N2CCc3ccccc3C2)c(C)o1	-1%	3%	-16%	17%	4%	0%	-2%	-51%[inhibitor]	-17%	5	-10%
28	CC(C)NC(=O)COc1ccc(S(=O)(=O)N2CCCC2)cc1	-1%	·	2%	3%	-3%	0%	1%	-2%	-11%	3	-11%
29	Cc1ccc(C(NC(=O)/C=C\c2ccc3c(c2)OCO3)C(=O)Nc2ccc3c(c2)OCO3)cc1 (centres undefined)	7%	1%[46.1 µM]	?	-6%	-1%	0%	-4%	-13%	8%	19	-9%
30	O=C(NCc1ccc2c(c1)OCO2)C1CCCN(S(=O)(=O)c2cccs2)C1 (centres undefined)	7%	-6%	-5%	-1%	9%	0%	1%	11%	-27%	-7	-17%

(listing goes on)
cpd	compound	AT treatment	TCR activator	BCR signal inh	Mito fusion act	Tb PFK inh	PTAP TSG101 blk	S-ASM inh	a7 integrin act	ELG1 DNA repair	TSHR antag	Eya2 inh
31	COC(=O)c1sc(NC(=O)c2cccc([N+](=O)[O-])c2)c(C(N)=O)c1C	2%	2%[46.1 µM]	5%	-2%	0%	-3%	0%	-16%	4%	-5	0%
32	CC(=O)c1ccc(NCC(=O)N2CCN(S(=O)(=O)c3ccccc3)CC2)cc1	1%	9%	0%	-4%	-1%	-6%	-2%	-23%	-2%	-10	-2%
33	O=C(CCS(=O)(=O)c1ccccc1)Nc1ccc(N2CCOCC2)cc1	0%	·	0%	3%	-2%	-3%	0%	-27%	6%	13	6%
34	NS(=O)(=O)c1ccc(CCNC(=O)COC(=O)Cc2c(F)cccc2Cl)cc1	-3%	2%	-7%	-1%	0%	1%	3%	30%	11%	12	-5%
35	CCSc1nnc(NC(=O)c2csc(C)c2)s1	0%	10%	3%	-2%	0%	0%	2%	24%	?	-9	0%
36	CC(C(=O)Nc1ccccc1)N1CCN(c2ccccn2)CC1 (centres undefined)	6%	-6%	?	-4%	2%	-1%	0%	-2%	7%	-2	-6%
37	CSc1nc(C)cc(SCC(=O)Nc2ccccc2)n1	11%	1%	?	7%	-6%	-3%	1%	-12%	?	-2	-16%
38	Cc1cccc(C(=O)Nc2ccccc2-c2nnn(CC(=O)Nc3ccc4c(c3)OCCO4)n2)c1	3%	0%	-6%	0%	-4%	-1%	-3%	1%	0%	17	-12%
39	CC(C)(C)OC(=O)NCCCCCNC(=O)c1[nH]cnc1C(=O)N[C@@H](Cc1ccccc1)C(=O)OCc1ccccc1	-1%	-1%	?	-1%	-5%	-2%	-5%	-47%[inhibitor]	1%	-14	?
40	CCCOC(=O)c1ccc(-n2nnnc2SCC(=O)N2CCCCC2)cc1	1%	5%	?	-2%	7%	-2%	-3%	-32%	?	0	-10%
41	NNC(=O)c1cc2c(N3CCC(Cc4ccccc4)CC3)ncnc2s1	-4%	0%	?	4%	-1%	-2%	130%[activator]	-41%	23µM*	-26	0%
42	CCOc1ccccc1NC(=O)CSc1nc(=O)n(CCCN2CCOCC2)c2c1CCC2	0%	1%	?	-2%	0%	1%	3%	18%	15%	9	-3%
43	O=P(OC1CCCCC1)(OC1CCCCC1)C(O)c1cccnc1 (centres undefined)	4%	-2%	0%	1%	0%	-5%	6%	27%	-2%	-2	7%
44	CCOC(=O)c1ccc(S(=O)(=O)N2CCN(CCC#N)CC2)cc1	-3%	8%	0%	-3%	0%	-1%	3%	8%	28%	17	5%
45	O=C(CSc1nccn1-c1ccc(Cl)cc1)NCc1ccc2c(c1)OCO2	7%	6%	?	7%	3%	1%	-2%	8%	?	-9	4%
